Screening results: PubChem BioAssay, National Center for Advancing Translational Sciences (NCATS)
TexasRed fluor = Texas Red fluorescence interference in TRb-SRC2 counter-screen; TRb/SRC2 Texas Red total fluorescence interference; Potency, µM (series often up to 106 µM), for the others: at the top dose fluorescence change, negative = quenching; hit rate 0.29% among 280,000; active = well fitted curve in either direction with a large enough effect; inconclusive = small, poorly fitted or top-dose-only effect
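Flags fluorescent or light-absorbing compounds by total fluorescence, S + 2P, at 555 nm excitation and 632 nm emission. Mixture: 20 nM Texas Red SRC2 peptide, 0.6 uM human TRb LBD, 1 uM T3, 5% DMSO; compound exposure 5 h at ambient temperature.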
GAA inhib = alpha-glucosidase (human) inhibition; P10253; purified human GAA, 4-MU-alpha-glucoside fluorescence; Potency, µM (top dose mostly 76.9 µM), for the others: at the top dose activity change, negative = inhibition, usual class: inhibitors; hit rate 0.005% among 200,000; AID 1466;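 also: plate controls were uninhibited enzyme wells for no effect and no-enzyme background for full effect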
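Fluorogenic assay: 4 nM human alpha-glucosidase with 400 uM 4-methylumbelliferyl-alpha-D-pyranoside in 50 mM citrate/phosphate, 0.005% Tween-20, pH 5.0, 20 min at room temperature. Compounds tested up to 77 uM; AC50 from Hill fits.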
RECQ1 helicase = RECQ1 (human) helicase inhibition. RECQ1 DNA unwinding, red fluorescence kinetic read. Potency, µM (doses to about 57.3 µM), for the others: top-dose activity, negative = inhibition, most hits filed as inhibitors. hit rate 0.54% among 240,000. AID 2549;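 also: plate controls were vehicle for no effect and no enzyme for full effect; nearly all actives have a fitted effect of over 30% in size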
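RECQ1T1 50 nM; forked duplex (20 bp + 30-nt ss tails) 200 nM, ATP 2 mM final; pH 8.0, 2 mM MgCl2, 2.5 ug/ml poly(dI-dC); 15 min compound preincubation; discontinuous kinetic read over 2 h at RT.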
RGS12 GoLoco inh = RGS12 GoLoco-Gai1 interaction inhibition. P63096. Gai1:RGS12 GoLoco peptide FP, rhodamine, 10 min. Potency, µM (doses to about 61.6 µM), inactives show top-dose activity, negative = inhibition, hits mostly inhibitors. hit rate 0.44% among 230,000. AID 880; active = well fitted inhibition curve with a large enough effect, not every such curve was filed as active; inactive = no such curve, though single readings can be large or run the other way; also: nearly all actives have a fitted effect of over 30% in size; many of its hits are not listed in these tables
L3MBTL1 inh = L3MBTL1 (human) inhibition. Potency, µM (top dose mostly 57.1 µM), for the others: at the highest dose activity, negative = inhibition, actives largely listed as inhibitors. hit rate 0.66% among 230,000. AlphaScreen L3MBTL1–H3K9me1 peptide binding; also: nearly all actives have a fitted effect of over 60% in size
Target sequence (Q9Y468 whole entry, looked up): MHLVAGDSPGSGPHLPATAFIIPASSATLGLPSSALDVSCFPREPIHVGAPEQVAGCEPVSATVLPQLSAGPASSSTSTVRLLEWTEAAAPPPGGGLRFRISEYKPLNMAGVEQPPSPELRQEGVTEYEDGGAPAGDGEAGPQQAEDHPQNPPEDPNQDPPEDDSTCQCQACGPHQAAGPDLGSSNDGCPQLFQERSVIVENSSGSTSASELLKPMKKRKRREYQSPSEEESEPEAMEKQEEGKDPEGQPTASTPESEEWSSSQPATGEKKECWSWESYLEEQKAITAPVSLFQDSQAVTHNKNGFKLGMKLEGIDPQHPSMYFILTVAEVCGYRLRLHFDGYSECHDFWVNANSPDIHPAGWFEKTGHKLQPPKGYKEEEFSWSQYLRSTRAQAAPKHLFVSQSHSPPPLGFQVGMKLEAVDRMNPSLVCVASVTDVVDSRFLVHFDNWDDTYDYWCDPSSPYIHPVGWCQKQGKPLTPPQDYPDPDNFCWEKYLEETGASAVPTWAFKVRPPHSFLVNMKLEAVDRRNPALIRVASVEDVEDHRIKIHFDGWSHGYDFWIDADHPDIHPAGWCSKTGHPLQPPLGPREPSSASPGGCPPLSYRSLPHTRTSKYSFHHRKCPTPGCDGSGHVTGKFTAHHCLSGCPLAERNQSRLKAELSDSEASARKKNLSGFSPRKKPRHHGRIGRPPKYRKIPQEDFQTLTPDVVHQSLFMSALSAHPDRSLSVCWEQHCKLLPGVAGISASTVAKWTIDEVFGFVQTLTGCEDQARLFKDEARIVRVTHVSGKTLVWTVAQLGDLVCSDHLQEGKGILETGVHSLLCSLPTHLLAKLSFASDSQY
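First, the protein-peptide complex forms for 30 min at room temperature (L3MBTL1 50 nM, biotinylated H3K9me1 peptide 75 nM). Next, compounds are pin-transferred and incubated 30 min. Finally, AlphaScreen beads are added and read after 30 min.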
TRb-SRC2 inh = inhibitors of human thyroid hormone receptor beta-SRC2 interaction; Potency, µM (doses to about 106 µM), for the others: at the highest dose activity change, negative = inhibition, usual class: inhibitors; P10828; hit rate 0.065% among 280,000; AID 1469; TRbeta-SRC2 peptide binding, fluorescence polarization; receptor liganded with 1 µM T3;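 also: plate controls were bound peptide for no effect and peptide without receptor for full effect; nearly all actives have a fitted effect of over 50% in size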
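A fluorescence polarization screen tested compounds at multiple concentrations against complex formation between 0.6 uM TRb ligand-binding domain and 20 nM Texas Red SRC2 peptide, with 1 uM T3 present; readout after 5 hr.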
GAA spleen mod = inhibits or activates alpha-glucosidase in human spleen homogenate; human spleen homogenate, 4-MU-alpha-glucoside fluorescence; hit rate 0.006% among 240,000; Potency, µM (doses to about 79.9 µM), inactives show at the highest dose activity change, negative = inhibition, hits mostly inhibitors; P10253;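 also: 0% = enzyme with vehicle and -100% = no enzyme basal signal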
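Human spleen homogenate (1 ug) with 4-methylumbelliferyl-alpha-D-glucopyranoside (1 mM final) in 50 mM citrate/phosphate pH 5.0, 0.01% Tween-20; 40 min at 37 C. Stopped at pH 10; 4-MU fluorescence Ex 365/Em 440 nm; AC50 by Hill fit.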
GAA glycogen mod = GAA glycogen-cleavage inhibition or activation | hit rate 0.38% among 300,000 | Potency, µM (titrated, usually from 76.4 µM), for the others: top-dose activity change, negative = inhibition, actives largely listed as inhibitors | recombinant GAA, glycogen substrate, Amplex Red glucose oxidase fluorescence | AID 2100;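 also: 0% = full enzyme reaction and -100% = no-enzyme basal signal; the screen sought inhibitors and activators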
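Recombinant human enzyme (4 nM); glycogen substrate; 37 C, 40 min, pH 5.0. Readout: coupled glucose oxidase/Amplex Red fluorescence.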
* marks the source's active call; other numbers are inactive results; i = inactive; ? = inconclusive; / = not tested or not shown; & = joins results of further samples; [ ] = another dose, or the depositor's remark. Unless noted, calls follow the shape of the dose curve; as a rule, active = well fitted curve in the direction sought with a large enough effect; inconclusive = small, poorly fitted or top-dose-only effect, or another doubt; inactive = no such curve, though single readings can be large; an effect the other way counts as inactive or inconclusive. Unless noted, % is scaled to controls: 0 for no effect and ±100 for the full control effect; potency is read from the fitted curve at half-maximal effect. An excerpt, so the mix of outcomes need not match the whole.

#1 CC(C)CC(COCc1ccc(F)cc1)N1CCN(C(=O)c2cccc(C(F)(F)F)c2)CCC1=O (centres undefined)
#2 COc1ccc(S(=O)(=O)N2CCCCCC2)cc1C(=O)OC(C)C(N)=O (centres undefined)
#3 C=CCNc1nc(-c2ccc(OC)cc2OC)cs1
#4 CC1C/C(=N/NC(=O)c2ccc(CSc3nc4ccccc4[nH]3)cc2)CC(C)(C)C1 (centres undefined)
#5 Cc1c(N)cccc1Cl
#6 COc1ccc(CCN2C(=NC(=O)CCC(=O)O)SC3CS(=O)(=O)CC32)cc1 (centres undefined)

Screen / compound no. | 1 | 2 | 3 | 4 | 5 | 6
TexasRed fluor | -6% | -3% | 4% | -3% | -1%&-1% | -2%
GAA inhib | 5%[15.4 µM] | / | -9% | 8% | / | 1%
RECQ1 helicase | -2% | 24% | -12% | i | -12%&-5% | 3%
RGS12 GoLoco inh | 7% | 1% | 2% | 9% | 8% | -27%
L3MBTL1 inh | 1% | / | -10% | -7% | / | -14%
TRb-SRC2 inh | -5% | 7% | -1% | 6% | -1%&-7% | -5%
GAA spleen mod | -21% | 3% | -4% | 3% | -2%&-7% | -10%
GAA glycogen mod | -6% | -12% | -28% | -2% | / | 1%

Filtered by structure: the entries above with a halogen.
#1 CC(C)CC(COCc1ccc(F)cc1)N1CCN(C(=O)c2cccc(C(F)(F)F)c2)CCC1=O (centres undefined)
#5 Cc1c(N)cccc1Cl

Screen / compound no. | 1 | 5
TexasRed fluor | -6% | -1%&-1%
GAA inhib | 5%[15.4 µM] | /
RECQ1 helicase | -2% | -12%&-5%
RGS12 GoLoco inh | 7% | 8%
L3MBTL1 inh | 1% | /
TRb-SRC2 inh | -5% | -1%&-7%
GAA spleen mod | -21% | -2%&-7%
GAA glycogen mod | -6% | /

(more compounds)
#7 COc1ccc(O[C@H]2C=C[C@@H](c3ccccc3)O[C@H]2COC(=O)CC/C(C)=N\OC[C@@H](O)COCc2ccco2)cc1
#8 C=CCN1C(=O)N(/C=C/C)c2cccc3cccc1c23
#9 CCCCNC(C(=O)Nc1ccc([N+](=O)[O-])cc1Br)c1ccccc1 (centres undefined)
#10 c1ccc(CN2CCC3(CC2)Nc2ccccc2S3)cc1
#11 Cc1ccc(S(=O)(=O)Nc2ccc3nc(-c4cccn4C)[nH]c3c2)cc1
#12 CCOC(=O)c1sc2nc(CN3CCCCC3)nc(Cl)c2c1C

Screen / compound no. | 7 | 8 | 9 | 10 | 11 | 12
TexasRed fluor | 0%[11.2 µM] | 2% | 1% | 0% | -3% | -3%
GAA inhib | / | 0% | -5% | / | -12% | 3%
RECQ1 helicase | -12%[11.5 µM] | -3% | -19% | -3% | -23% | i
RGS12 GoLoco inh | / | 2% | 10% | 10% | 1% | 9%
L3MBTL1 inh | / | 12% | -6% | ? | ? | -2%
TRb-SRC2 inh | -4%[11.2 µM] | 5% | 4% | 6% | -6% | -5%
GAA spleen mod | -2%[17.4 µM] | -13% | -3% | 6% | 10% | -4%
GAA glycogen mod | / | -8% | -11% | ? | -14% | 7%

#13 CCn1nnc(-c2ccc(N)cc2)n1
#14 Cc1ccc(C(=O)c2ccccc2C(=O)OCC(=O)Nc2cccc([N+](=O)[O-])c2)cc1
#15 C=CCNC(=S)N/N=C(\C)c1ccccn1
#16 CCOC(=O)c1cn(-c2ccc(F)c(F)c2F)c2c(F)c(F)c(F)cc2c1=O
#17 O=C(COC(=O)c1cccc(NS(=O)(=O)c2ccc(F)c(F)c2)c1)NC(=O)NC1CCCC1
#18 Cc1cccc(NC(=O)c2ccccn2)c1C

Screen / compound no. | 13 | 14 | 15 | 16 | 17 | 18
TexasRed fluor | -6% | 2% | -1% | 0% | -1% | -3%
GAA inhib | 9% | -1% | -6% | -8% | -6% | -7%
RECQ1 helicase | i | -11% | i | 16% | -6% | -7%
RGS12 GoLoco inh | 16% | 9% | 13% | 3% | -6% | 11%
L3MBTL1 inh | 3% | -1% | / | / | 10% | 3%
TRb-SRC2 inh | -4% | 2% | -16% | -1% | 6% | -4%
GAA spleen mod | 10% | -6% | 1% | -13% | -5% | 0%
GAA glycogen mod | -14% | 1% | -17% | 1% | -5% | -4%

#19 Cc1cc([N+](=O)[O-])nn1CC(=O)N/N=C/c1ccccc1O
#20 O=C(O)c1ccc(OCCn2ccnc2)cc1
#21 COc1ccc2c(c1)c(=O)oc1cc(OCC(=O)NC3CCCCC3)ccc12
#22 Cc1sc2nc(SCC(=O)N(CCO)CCO)nc(N)c2c1C
#23 Cc1ccccc1Sc1c(C#N)c(-c2ccccc2)nn1C
#24 CCOc1ccc2nc(N3C(=O)/C(=C/c4ccc(Cl)cc4)NC3=S)sc2c1

Screen / compound no. | 19 | 20 | 21 | 22 | 23 | 24
TexasRed fluor | -2% | -2% | -3% | -1% | 0% | 1%
GAA inhib | / | -5% | 14% | -1% | -1% | -4%
RECQ1 helicase | -2% | -11% | -13% | -3% | i | -11%
RGS12 GoLoco inh | 13% | -14% | 7% | 11% | 9% | 18%
L3MBTL1 inh | ? | 7% | ? | 2% | 49%[activator] | -6%
TRb-SRC2 inh | 1% | -3% | -5% | -4% | -2% | -2%
GAA spleen mod | 2% | -4% | 2% | 7% | 0% | -10%
GAA glycogen mod | -2% | 6% | 13% | -10% | -18% | 13%

One compound at a time (already shown). Values in the order: TexasRed fluor	GAA inhib	RECQ1 helicase	RGS12 GoLoco inh	L3MBTL1 inh	TRb-SRC2 inh	GAA spleen mod	GAA glycogen mod
Cc1sc2nc(SCC(=O)N(CCO)CCO)nc(N)c2c1C reads -1%	-1%	-3%	11%	2%	-4%	7%	-10%
COc1ccc(S(=O)(=O)N2CCCCCC2)cc1C(=O)OC(C)C(N)=O (centres undefined) reads -3%	/	24%	1%	/	7%	3%	-12%
C=CCN1C(=O)N(/C=C/C)c2cccc3cccc1c23 reads 2%	0%	-3%	2%	12%	5%	-13%	-8%
c1ccc(CN2CCC3(CC2)Nc2ccccc2S3)cc1 reads 0%	/	-3%	10%	?	6%	6%	?
COc1ccc2c(c1)c(=O)oc1cc(OCC(=O)NC3CCCCC3)ccc12 reads -3%	14%	-13%	7%	?	-5%	2%	13%

Continued.
#25 Cc1sc2nc(SCC(=O)N(C)Cc3ccccc3)n(-c3ccccc3)c(=O)c2c1C
#26 Cc1nn(CC(=O)Nc2ccc3c(c2)nc(CN2CCCC2)n3C)c(=O)c2ccccc12
#27 O=C(CSC1CC(=O)N(CC(c2ccccc2)c2ccccc2)C1=O)Nc1ccc(Cl)cc1 (centres undefined)
#28 CCCc1cc(C(=O)N(C2CCCCC2)C2CCCCC2)no1
#29 CC(=O)c1ccc(NC(=O)C(C)N2CCN(C/C=C/c3ccccc3)CC2)cc1 (centres undefined)
#30 O=C(NCCc1ccc(Cl)cc1)c1cccnc1

Screen / compound no. | 25 | 26 | 27 | 28 | 29 | 30
TexasRed fluor | 2% | 1% | 2% | 5% | 2% | -6%
GAA inhib | 2% | -2% | -3% | -4%[15.4 µM] | 2% | -8%
RECQ1 helicase | -4% | -10% | ? | -4% | -6% | -6%
RGS12 GoLoco inh | 23% | 9% | 13% | 8% | 10% | 11%
L3MBTL1 inh | 1% | -4%[11.4 µM] | -3% | 13% | -7% | /
TRb-SRC2 inh | 3% | -5% | 0% | -2% | 5% | 1%
GAA spleen mod | -5% | -7% | -10% | 2% | -2% | -5%
GAA glycogen mod | -4% | 8% | -13% | -12% | 7% | 4%

#31 O=C(NCc1ccco1)c1cccs1
#32 O=C(CSCc1ccc(Br)cc1)Nc1ccc(S(=O)(=O)N2CCCCCC2)cc1
#33 O=C(Nc1ccc(Cl)cn1)C1CCN(S(=O)(=O)c2cccs2)CC1
#34 Cc1nc(C(=O)NNC(=O)c2ccccc2Cl)c(C(F)(F)F)o1
#35 COc1ccc(CC(=O)Nc2cccc(-c3nnc(-c4ccc(C)cc4)o3)c2)cc1OC
#36 Cc1cc(C)nc(SCc2ccc(C(=O)N/N=C/c3ccccc3C(=O)O)cc2)n1

Screen / compound no. | 31 | 32 | 33 | 34 | 35 | 36
TexasRed fluor | -1% | -4% | 2% | -1% | -1% | 0%
GAA inhib | 3% | -13% | / | 8% | -1% | -3%
RECQ1 helicase | -5% | -26% | -1% | -6% | -2% | i
RGS12 GoLoco inh | -18% | 0% | 1% | 6% | -10% | 9%
L3MBTL1 inh | -12% | 9% | 6% | 8% | 2% | 1%
TRb-SRC2 inh | -4% | -2% | 1% | -10% | 10% | 7%
GAA spleen mod | -4% | -4% | 4% | 2% | -1% | -2%
GAA glycogen mod | -2% | -6% | -8% | -8% | 4% | 3%

Among those listed so far, these have bromine.
#9 CCCCNC(C(=O)Nc1ccc([N+](=O)[O-])cc1Br)c1ccccc1 (centres undefined)
#32 O=C(CSCc1ccc(Br)cc1)Nc1ccc(S(=O)(=O)N2CCCCCC2)cc1

Screen / compound no. | 9 | 32
TexasRed fluor | 1% | -4%
GAA inhib | -5% | -13%
RECQ1 helicase | -19% | -26%
RGS12 GoLoco inh | 10% | 0%
L3MBTL1 inh | -6% | 9%
TRb-SRC2 inh | 4% | -2%
GAA spleen mod | -3% | -4%
GAA glycogen mod | -11% | -6%

Next section:
#37 Cc1cc(NC(=O)c2cc(CC(C)C)on2)n(-c2ccccc2)n1
#38 CCOC(=O)c1c(C)[nH]c(C(=O)CN2CCOCC2)c1C
#39 FC(F)(F)C(Oc1nc(NC2CCCCC2)nc(N2CCOCC2)n1)C(F)(F)F
#40 O=C1C2C3C=CC(C3)C2C(=O)N1Cc1ccccc1 (centres undefined)

Screen / compound no. | 37 | 38 | 39 | 40
TexasRed fluor | -2% | 1% | -3% | 0%
GAA inhib | 2% | -3% | -6% | 0%
RECQ1 helicase | -1% | i | -19% | 1%
RGS12 GoLoco inh | 5% | 3% | 2% | 13%
L3MBTL1 inh | 27% | / | 7% | 5%
TRb-SRC2 inh | -4% | -6% | -2% | 9%
GAA spleen mod | -12% | 0% | -5% | -2%
GAA glycogen mod | 1% | 2% | -15% | -11%
